Integrin act MD = activates integrin-mediated alleviation for muscular dystrophy; alpha7betagal myoblasts, beta-gal FDG fluorescence, 48 h; AID 624291; 350,000 compounds, 0.064% hits; Potency, µM (highest dose often 38.3 µM), for the others: at the highest dose activation, most hits filed as activators;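 note: potency is the fitted concentration of half-maximal effect; 100% = response of the positive control SU9516; nearly all actives have a fitted effect of over 60% in size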
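Alpha7betagal+/- myoblasts (passage 13) were plated 16-24 hr, then exposed to compounds (1:260 dilution of DMSO stock) for 48 hours at 37C. After MPER lysis, β-galactosidase reporter activity was read as FDG fluorescence (ex 480/em 540) after 30 minutes.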
BCR signal inh = inhibitors of chronic active B-cell receptor signaling. Potency, µM (highest dose often 46.1 µM), for the others: at the top dose ratio change, negative = lower green/red ratio, usual class: inhibitors. ABC-DLBCL IkBa-CBG/CBR reporter, luminescence ratio, 4 h. 340,000 compounds, 0.05% hits; active = well fitted inhibition curve with a large enough effect in the signal ratio, with a control signal flat, not every such curve was filed as active; inconclusive = small, poorly fitted or top-dose-only effect, or effect the other way, or a change in a side signal; the % refers to the signal ratio;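 note: potency is the fitted concentration of half-maximal effect; plate controls were basal doxycycline-induced cells for no effect and cells given 10 µM MG132 for full effect; MG132 reads +100%, hits lower the ratio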
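Cell line TMD8 (human ABC DLBCL), stably expressing tet-inducible CBG68-IkBa fusion and CBR; IMDM/0.5% FBS; cpd up to 46 uM; dox induction, 4 h, 37C/5% CO2; dual luminescence; green/red ratio; MG132 control.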
Menin-MLL TR inh = menin-MLL binding inhibition, Texas Red mutant peptide; Menin + Texas Red MLL mutant peptide, fluorescence polarization; Potency, µM (highest dose often 61.6 µM), inactives show at the top dose FP activity change, negative = inhibition, most hits filed as inhibitors; 270,000 compounds, 0.23% hits; AID 1768; active = well fitted inhibition curve with a large enough effect in the polarisation, with a control signal flat, not every such curve was filed as active; inconclusive = small, poorly fitted or top-dose-only effect, or effect the other way, or a change in a side signal; inactive = no such curve, though single readings can be large or run the other way; the % refers to the polarisation; note: potency is the fitted concentration of half-maximal effect; % of control where 0% means no effect; many of its hits are not listed in these tables
PTAP TSG101 blk = blocks PTAP/TSG101 interaction to inhibit HIV-1 budding. Potency, µM (highest dose often 115 µM), for the others: at the top dose activity change, negative = inhibition, usual class: inhibitors. Fluorescence polarization, FITC-PTAP peptide / Tsg101 binding. Q99816. 340,000 tested, under 10 active; active = well fitted inhibition curve with a large enough effect in the main read-out, with a control signal flat, not every such curve was filed as active; inconclusive = small, poorly fitted or top-dose-only effect, or effect the other way, or a change in a side signal; inactive = no such curve, though single readings can be large or run the other way; note: potency is the fitted concentration of half-maximal effect; % of control where 0% means no effect
Target sequence (Q99816 whole entry, looked up): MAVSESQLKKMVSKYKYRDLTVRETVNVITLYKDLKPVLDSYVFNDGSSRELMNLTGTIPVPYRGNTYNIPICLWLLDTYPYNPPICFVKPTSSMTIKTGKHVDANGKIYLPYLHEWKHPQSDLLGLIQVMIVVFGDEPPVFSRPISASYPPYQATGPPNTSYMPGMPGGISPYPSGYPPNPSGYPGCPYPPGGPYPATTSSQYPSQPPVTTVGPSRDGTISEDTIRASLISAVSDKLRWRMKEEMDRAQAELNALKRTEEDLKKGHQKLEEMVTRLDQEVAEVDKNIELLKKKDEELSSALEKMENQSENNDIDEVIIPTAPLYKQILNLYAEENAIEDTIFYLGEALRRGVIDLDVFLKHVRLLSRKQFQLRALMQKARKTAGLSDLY
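Fluorescence anisotropy tracks displacement of a FITC-tagged PTAP peptide (50 nM) from the Tsg101 binding domain (10 uM), following a 20 min room-temperature incubation at pH 7.5.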
Giardia kill = Giardia lamblia killing; Giardia lamblia trophozoite viability; activity change, % at 7.66 µM, hits read low; 340,000 compounds, 0.15% hits; AID 540267; in the data active = activity change below about -80%; inconclusive = between about -30% and that limit;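 note: parasites exposed to compound for two days anaerobically before the ATP read; % is set by controls: 0 for no effect and ±100 for the full control effect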
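Media and compound were dispensed first, then trophozoites at 100 cells/well; plates sat 48 hrs at 37 deg C without oxygen before ATP luminescence reagent was added and read after 15-30 min at room temperature.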
B2AR arrestin = recruits beta-arrestin to the human beta2-adrenergic receptor; AID 492947; 330,000 compounds, 0.02% hits; Potency, µM (titrated, usually from 46.1 µM), inactives show at the top dose activation, actives largely listed as activators; P07550; beta-arrestin recruitment to beta2AR, cell-based reporter;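 note: potency is the fitted concentration of half-maximal effect; 0% = DMSO controls and full agonism = EC100 isoproterenol or metaproterenol; nearly all actives have a fitted effect of over 65% in size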
PKM2 activator = activators of human pyruvate kinase M2 | 260,000 compounds, 0.34% hits | purified PKM2, Kinase-Glo ATP luminescence, activation; response scale: 0% is enzyme alone, no compound | Potency, µM (doses to about 57.5 µM), without a hit: at the highest dose activation, most hits filed as activators; note: potency is the fitted concentration of half-maximal effect; % is set by controls: 0 for no effect and ±100 for the full control effect; nearly all actives have a fitted effect of over 55% in size
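Purified hPK-M2 (>95%) run at intermediate activity with 0.1 mM ADP and 0.5 mM PEP in 50 mM imidazole pH 7.2, KCl, MgCl2; 1 h room temperature. ATP formed read by Kinase-Glo luminescence; normalized to uninhibited and no-enzyme controls.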
GALK inhibitor = galactokinase (human) inhibition; Purified GALK, Kinase-Glo residual ATP luminescence; 270,000 compounds, 0.007% hits; Potency, µM (top dose mostly 57.5 µM), without a hit: at the top dose activity change, negative = inhibition, hits mostly inhibitors; P51570; AID 1868; note: potency is the fitted concentration of half-maximal effect; % is set by controls: 0 for no effect and ±100 for the full control effect
Target sequence (P51570 whole entry, looked up): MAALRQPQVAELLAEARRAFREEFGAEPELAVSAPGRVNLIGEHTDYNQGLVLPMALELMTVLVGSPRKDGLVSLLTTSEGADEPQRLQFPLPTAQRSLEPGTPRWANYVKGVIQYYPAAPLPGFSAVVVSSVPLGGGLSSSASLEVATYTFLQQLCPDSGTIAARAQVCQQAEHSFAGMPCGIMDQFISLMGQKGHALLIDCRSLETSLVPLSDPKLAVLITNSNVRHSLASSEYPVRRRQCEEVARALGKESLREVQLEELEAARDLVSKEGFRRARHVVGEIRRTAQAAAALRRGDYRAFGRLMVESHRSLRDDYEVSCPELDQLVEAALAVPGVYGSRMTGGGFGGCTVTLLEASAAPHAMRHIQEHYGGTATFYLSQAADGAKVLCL
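ATP-depletion format; final 35 uM ATP, 100 uM D-galactose, 5 nM enzyme; pH 8.0 HEPES/Mg2+ buffer; 60 min RT; luminescence read 10 min after detection reagent.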
S-ASM inh = inhibitors of human secretory acid sphingomyelinase; Potency, µM (doses to about 57.5 µM), inactives show top-dose activity change, negative = inhibition, most hits filed as inhibitors; 340,000 compounds, 0.006% hits; AID 504937; placental ASM, HMU-PC fluorogenic substrate, 60 min; P17405; note: potency is the fitted concentration of half-maximal effect
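HMU-PC0 cleavage (9 uM final) by human placental ASM, 60 min at 37 °C following 10 min compound exposure at RT; stopped at pH 10, fluorescence Ex 386/Em 447 nm.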
Tb PFK block = T. brucei PFK enzyme inhibition; O15648; T. brucei PFK, ADP-Glo luminescence; Potency, µM (series often up to 57.5 µM), for inactives: at the top dose activity, negative = inhibition, usual class: inhibitors; 330,000 compounds, 0.17% hits;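 note: potency is the fitted concentration of half-maximal effect; 0% = uninhibited 1x PFK enzyme wells and -100% = no-enzyme wells; nearly all actives have a fitted effect of over 60% in size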
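Compounds were pin-transferred as a titration series up to 57 uM into substrate buffer (0.5 mM F6P, 0.1 mM ATP, pH 8.0), then 1.25 nM PFK was added and reactions ran 45 min before ADP-Glo detection.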
Coupling enz = coupling enzyme interference in Giardia aldolase counter-screen; coupling enzyme system counterscreen, AmpLite Red fluorescence; activity change, negative = inhibition, % at 58.2 µM, hits read low; 290,000 compounds, 0.67% hits; in the data active = activity change below about -30%; note: % is set by controls: 0 for no effect and ±100 for the full control effect
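Final compound at 57.5 uM, incubated 10 min at RT with coupling enzyme reagent (glyceraldehyde-3-phosphate), then 20 min with substrate and AmpLite Red detection. Fluorescence read at 525/598 nm; tests interference with the coupling assay, not aldolase inhibition.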
* marks the source's active call; other numbers are inactive results; ? = inconclusive; · = not tested or not shown; [ ] = another dose, or the depositor's remark. Unless noted, calls come from the whole dose curve; as a rule, active = well fitted curve in the direction sought with a large enough effect; inconclusive = small, poorly fitted or top-dose-only effect, or another doubt; inactive = no such curve, though single readings can be large; an effect the other way counts as inactive or inconclusive. These rows are one share of the data; the hit share may differ from the screen's.

The line under a structure holds: Integrin act MD | BCR signal inh | Menin-MLL TR inh | PTAP TSG101 blk | Giardia kill | B2AR arrestin | PKM2 activator | GALK inhibitor | S-ASM inh | Tb PFK block | Coupling enz
O=c1oc(-c2ccccc2Br)nc2ccccc12
    13% | ? | 22% | -6% | 4 | -0.3% | 12% | -2% | -1% | -10% | 0
CCCOP(=O)(c1ccc(N(C)C)cc1)C(O)c1cc(OC)c(OC)c(OC)c1 (centres undefined)
    -23% | 2% | ? | -4% | -2 | -0.1% | 0% | 2% | 0% | 2% | 0
CCc1noc(C)c1C(=O)OCC(=O)N(CCOC)c1c(N)n(Cc2ccccc2)c(=O)[nH]c1=O
    -6% | -21% | · | -3% | -20 | -0.2% | · | · | 0% | 0% | ·
CCOc1ccccc1C1C2=C(COC2=O)Nc2cc3c(cc21)OCO3 (centres undefined)
    -19% | ? | 0% | -3% | -15 | -1.0% | 0% | 6% | 5% | -5% | -2
Cc1ccc(NC(=O)Cc2ccsc2)cc1S(=O)(=O)N1CCOCC1
    17% | ? | · | -2% | 0 | -0.8% | · | · | 2% | 3% | ·
COc1ccc(-c2nnc(SCC(=O)c3ccc(C)o3)o2)cc1
    -13% | ? | 16% | 0% | -2 | -1.3% | 0% | -1% | 0% | 1% | 0
O=C(Nc1cccc(F)c1)C1CCN(C(=O)Cc2ccccc2)CC1
    ? | ? | 25% | -9% | 3 | -0.2% | 5% | -1% | 3% | 3% | 3
Cc1cc(C)nc(N/N=C/c2cccc(Cl)c2)n1
    1% | ? | -4% | -5% | -16 | 0.0% | -5% | -1% | 0% | 0% | -9
O=S(=O)(N1CCCCC1)N1CCNCC1
    -2% | 4% | · | -3% | 4 | 0.0% | -9% | -3% | 0% | -4% | -1
COCCn1c(Cc2ccccc2)nnc1SC(C)C(=O)NC1CC1 (centres undefined)
    -47%[inhibitor] | ? | · | -5% | -2 | -0.3% | · | · | -3% | -12% | ·
Cc1cc(NC(=O)COC(=O)CSc2nc3cc(Cl)ccc3n2Cc2ccccc2)no1
    26% | 0% | 3% | -12% | -5 | -0.8% | -3% | 6% | -2% | 3% | 1
CCc1cc2c(SCC(=O)NC3CC3)ncnc2s1
    -4% | ? | · | -1% | -16 | -0.3% | · | · | 3% | 4% | ·
COc1ccc2oc(-c3ccc(NC(=O)c4ccc(N5CCOCC5)c([N+](=O)[O-])c4)cc3)nc2c1
    -15% | 3% | ? | -2% | -18 | 0.0% | 0% | 3% | -2% | -5% | 0
COc1ccc(CN(CC(=O)NCc2ccco2)C(=O)CNS(=O)(=O)c2ccc(C)cc2)cc1
    6% | -2% | -19% | -1% | -1 | -0.3% | · | -2% | -1% | -3% | 2
Cc1ccc(CC(=S)N2CCOCC2)cc1
    0% | 7% | -2% | -1% | -1 | -0.1% | -4% | -4% | 3% | -14% | 3
COc1cc(C2NC(=O)NC(C)=C2C(=O)OCC2CCCO2)ccc1O (centres undefined)
    25% | 5% | 31%[activator] | -6% | 8 | -0.3% | -3% | 1% | 1% | 0% | 2
Cc1ccc(SC2CCN(C(=O)C3CCC(=O)N(C4CC4)C3)CC2)cc1 (centres undefined)
    -20% | -3% | -2% | -2% | -1 | -0.6% | 1% | 12% | 1% | -1% | -7
CCOc1cc(OCC)cc(C(=O)NCCCN2CCOCC2)c1
    -8% | 3% | -3% | -1% | 8 | -0.8% | 2% | 0% | 2% | -3% | 1
Cc1ccc(C(CC(=O)N2CCOCC2)c2ccco2)cc1 (centres undefined)
    -14% | -8% | 7% | -6% | 12 | -0.3% | ? | 0% | 6% | 0% | 5
Cc1ccc(-c2nnn(CC(=O)N(c3ccccc3)C(C(=O)NCC3CCCO3)c3ccc(F)cc3)n2)o1 (centres undefined)
    12% | -1% | 6% | 0% | 7 | 0.0% | 2% | -1% | -2% | -11% | 3
Cc1ccc(-n2c(SCc3cn4ccsc4n3)nc3ccccc3c2=O)cc1
    7% | ? | -16% | -5% | -1 | 0.3% | 1% | -3% | -9% | -4% | -3
Cc1cc(NC(=O)Cc2ccccc2[N+](=O)[O-])no1
    -58%[inhibitor] | 0% | 2% | -2% | 13 | -0.2% | -1% | 0% | 2% | -11% | -2
CCOC(=O)Cn1c(C)[n+](C)c2cc(Cl)c(Cl)cc21
    8% | 1% | -3% | -7% | -14 | -0.1% | · | 10% | 3% | -2% | 0
COc1ccccc1N1CCN(C(=O)/C=C/c2cccs2)CC1
    2% | 3% | -2% | -1% | -5 | -0.4% | -2% | 0% | 1% | -6% | 0
COc1cc(Cn2nnc3ccccc32)cc(Br)c1O
    8% | ? | 12% | -2% | 7 | -0.9% | 2% | · | 3% | 4% | 1
Cc1c(NC(=O)C2CC=CCC2C(=O)O)c(=O)n(-c2ccccc2)n1C (centres undefined)
    -11% | ? | 22% | -3% | 7 | -0.4% | 1% | 0% | 14% | ? | 3
COCCNC(=O)NC(=O)COC(=O)C12CC3CC(CC(NC(C)=O)(C3)C1)C2
    -10% | 2% | 4% | -1% | 4 | -0.2% | -10% | -1% | 1% | -6% | -3
Cc1ccccc1-c1cc2nc(-c3ccc([N+](=O)[O-])cc3)cc(=O)n2[nH]1
    17% | 1% | 12% | -4% | -16 | -0.1% | -2% | 1% | -2% | 2% | 2
Cc1ccc(CNC(=O)C(=O)NCC2CCCN2S(=O)(=O)c2cccs2)cc1 (centres undefined)
    20% | -2% | · | -2% | -20 | 0.0% | · | · | -2% | -7% | ·
COc1ccc(Cc2nnc(NC(=O)c3ccccc3C)s2)cc1
    ? | -4% | 0% | -7% | 4 | 0.7% | 3% | -4% | -15% | -1% | 4

(further entries)
The line under a structure holds: Integrin act MD | BCR signal inh | Menin-MLL TR inh | PTAP TSG101 blk | Giardia kill | B2AR arrestin | PKM2 activator | GALK inhibitor | S-ASM inh | Tb PFK block | Coupling enz
CC(C)Oc1cc(O)c2c(=O)c(-c3ccc(O)cc3)coc2c1
    -2% | ? | ? | -3% | ? | 0.5% | -2% | 2% | -10% | 2% | 4
CN(C)C(=O)CSc1n[nH]c(-c2ccco2)n1
    -11% | ? | -29% | -4% | 9 | -0.1% | 11% | 0% | 0% | -3% | -33*
COc1cc(C2C(C#N)=C(N)Oc3cc(C)n(Cc4ccccn4)c(=O)c32)cc2c1OCO2 (centres undefined)
    · | -2% | 7% | · | · | 0.1% | -7% | 3% | · | -3% | 5
C=CCNC(=O)COC(=O)c1ccc(Sc2nncn2C)c([N+](=O)[O-])c1
    ? | -1% | 4% | -3% | -3 | 0.4% | 3% | -1% | 8% | 0% | -1
CCCCC1(Cc2ccc([N+](=O)[O-])cc2)C(=O)N(c2ccccc2)N(c2ccccc2)C1=O
    -50%[inhibitor] | 26% | ? | -1% | -3 | -0.5% | 12% | -1% | -2% | 2% | -3
O=C(Nc1cccnc1)c1ccc(C(=O)Nc2cccnc2)cc1
    34% | 8% | 0% | 0% | -4 | 0.2% | 10% | -3% | -2% | 0% | 5
CC(C)=CCCC(C)CN1CCC(N2CCC(C(=O)N3CCOCC3)CC2)CC1 (centres undefined)
    -51%[inhibitor] | 19% | -12% | -8% | 4 | 0.3% | 1% | -2% | 3% | 0% | -2
O=C1O/C(=C\C(=O)N2CCOCC2)c2ccccc21
    23% | -1% | 5% | -13% | -26 | 0.3% | 6% | 0% | 4% | 6% | 3
C#CCCC/C(=C\C(=O)N(C)[C@H](C(=O)N(C)[C@H](C(=O)N(C)[C@H](C(=O)N(C)[C@H](C(N)=O)C(C)C)C(C)C)C(C)C)C(C)C)OC
    5% | 1% | · | -1% | -1 | -0.8% | · | · | 6% | 0% | ·
CCN(C(=O)COC(=O)c1c(C)noc1C)C1CCS(=O)(=O)C1 (centres undefined)
    -7% | ? | -10% | -6% | -1 | 0.1% | -5% | -2% | 3% | -1% | -1
CC1=Nc2ccccc2N=C(NC(=O)CN2CCN(c3ccc(F)cc3)CC2)C1c1ccccc1 (centres undefined)
    -14% | 2% | · | -1% | -9 | -0.8% | -1% | -1% | -1% | -3% | -1

Screening data: PubChem, National Center for Advancing Translational Sciences (NCATS)
